# Source: PubChem
# ABHD4 inh – inhibits mouse alpha/beta hydrolase domain 4 | Q8VD66 | purified mABHD4, FP-Rh probe fluorescence polarization | inhibition, % at 8.92 µM | 370,000 compounds, 0.54% hits;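 active means inhibition exceeding the mean over every tested compound plus 3 SD, cut at about 30% in these data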;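 further: 0% = plate median of compound wells and 100% = S159A mutant with DMSO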
#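 Assay system: mABHD4 protein; medium: HEPES pH 7.0, NaCl, Pluronic buffer; dosing: 8.92 µM, single dose; schedule: 45 min + 60 min at 25 °C; signal: FP readout, ex 525 nm / em 598 nm; read-out: normalized percent inhibition of probe labeling; repeats: single replicate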
# PRMT1 FP inh – blocks human protein arginine methyltransferase 1; Q99873; recombinant PRMT1, activity-based probe fluorescence polarization; inhibition, % at 2.79 µM; 370,000 compounds, 1.3% hits; AID 652257;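 active means inhibition above about 21% made by adding two undisclosed values, limit read from the data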
# TCR-CD3 inh – blocks the human TCR-CD3 interaction; TAMRA-labeled TCR probe fluorescence, biochemical; inhibition, % at 9.4 µM; AID 651800; 360,000 compounds, 0.37% hits; in the data active means inhibition above about 19%;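 further: recombinant mutant TCR 2C K166C tagged with TAMRA read by polarization; 0% = receptor in buffer alone and 100% = receptor with positive control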
# LEDGF integ inh – blocks HIV-1 LEDGF/p75-dependent DNA integration; TR-FRET IN-LEDGF/p75 DNA integration, Eu/Cy5; inhibition, % at 3.7 µM; 370,000 compounds, 0.64% hits;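 active means inhibition above the screen-wide mean plus 3 SD, cut at about 13% in these data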;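 further: signal is the Cy5 over europium emission ratio at 671 and 618 nm; 0% = plate median of compound wells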
# SIAE inh – inhibitors of human sialic acid acetylesterase SIAE | SIAE FP-Rh probe binding, fluorescence polarization | AID 1053197 | inhibition, % at 9.66 µM | 370,000 compounds, 0.69% hits;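 active means inhibition above a cutoff: mean of compounds within the control limits plus 3 SD of those, cut at about 17% in these data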;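 further: 0% = plate median of compound wells and 100% = probe without SIAE protein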
# Tn7 DDE FP – inhibitors of Tn7 peptide binding to human fibrin DD(E); inhibition, % at 8.3 µM; P02675; FP displacement of FITC-Tn7 peptide from fibrin DD(E); 0% = median of compound wells per plate; 370,000 compounds, 0.13% hits;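 active means inhibition above the mean of compounds falling within the control limits plus 3 SD of them, cut at about 14% in these data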;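 further: 0% = plate median of compound wells and 100% = 10 µM Aha-Tn7 peptide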
#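 Assay system: Human fibrin DD(E) protein | Medium: Tris buffer with calcium and detergent, pH 7.8 | Reagent: 0.1 µM fluorescent Tn7 | Compound dosing: Single point at 8.3 µM | Times: 10 min preincubation, 3 h with tracer, room temperature | Detection: Fluorescence polarization of the labelled Tn7 tracer | Controls: Aha-Tn7 high control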
# HTRA1 inhibitor – inhibitors of human serine peptidase HTRA1. inhibition, % at 5.96 µM. recombinant HTRA1, FP-rhodamine activity-based probe, fluorescence polarization. Q92743. 340,000 compounds, 0.5% hits; in the data active means inhibition above about 36%;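 further: 0% = enzyme with DMSO and 100% = wells lacking enzyme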
# TDP2 inh – blocks human TDP2 phosphodiesterase activity; O95551; recombinant TDP2, T5PNP hydrolysis, p-nitrophenol absorbance 415 nm; inhibition, % at 12.8 µM; 370,000 compounds, 0.34% hits;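 active means inhibition above the mean of all tested compounds plus 3 SD, set per campaign, cut at about 25% in these data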;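 further: 0% = DMSO with enzyme and 100% = buffer with substrate but no TDP2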
#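 Test system: Human TDP2 enzyme | Reagent: 5 mM T5PNP | Compound dosing: 12.8 µM single point, 1% DMSO | Incubation: Enzyme reaction with compound for 2 h at 37 °C | Technique: p-Nitrophenol epi absorbance | Read-out: % inhibition relative to enzyme-containing and enzyme-free wells | Benchmarks: High control without enzyme, low control DMSO plus TDP2 | Replicates: Singlicate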
# UHRF1 binding – human UHRF1 methylated DNA binding inhibitors. Q96T88. UHRF1 binding to methylated oligo, TR-FRET. inhibition, % at 4.4 µM. 370,000 compounds, 0.75% hits; in the data active means inhibition above about 21%;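 further: UHRF1 SRA domain binding a hemimethylated CpG hairpin DNA probe; 0% = median of test compound wells and 100% = reference inhibitor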
# Target sequence (Q96T88 whole entry, looked up, the tested form may be a part): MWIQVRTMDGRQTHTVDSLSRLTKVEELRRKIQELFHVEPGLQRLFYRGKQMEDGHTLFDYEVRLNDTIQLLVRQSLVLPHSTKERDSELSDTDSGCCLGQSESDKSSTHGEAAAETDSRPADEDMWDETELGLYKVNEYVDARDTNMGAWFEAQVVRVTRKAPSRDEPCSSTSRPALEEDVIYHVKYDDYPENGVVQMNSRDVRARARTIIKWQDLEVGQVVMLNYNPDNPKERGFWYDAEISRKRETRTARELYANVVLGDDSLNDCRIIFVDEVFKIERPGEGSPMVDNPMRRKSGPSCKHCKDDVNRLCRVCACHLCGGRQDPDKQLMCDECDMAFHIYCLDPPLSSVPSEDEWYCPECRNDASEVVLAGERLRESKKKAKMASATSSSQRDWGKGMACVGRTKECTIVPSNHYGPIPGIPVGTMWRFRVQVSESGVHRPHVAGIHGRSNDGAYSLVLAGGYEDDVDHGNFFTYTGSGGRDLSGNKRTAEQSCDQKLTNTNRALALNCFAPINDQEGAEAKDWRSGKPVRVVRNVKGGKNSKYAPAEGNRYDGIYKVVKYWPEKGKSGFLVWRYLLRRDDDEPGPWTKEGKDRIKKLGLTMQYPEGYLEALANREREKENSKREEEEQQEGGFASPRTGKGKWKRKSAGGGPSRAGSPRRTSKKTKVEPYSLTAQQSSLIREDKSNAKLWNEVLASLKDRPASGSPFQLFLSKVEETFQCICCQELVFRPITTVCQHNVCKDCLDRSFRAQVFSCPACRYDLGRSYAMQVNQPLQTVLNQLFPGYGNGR
# PG9 binder – binds the HIV-1 gp120 antibody PG9. inhibition, % at 6.7 µM. 360,000 compounds, 0.43% hits. AID 624416. TR-FRET gp120-PG9 antibody binding; in the data active means inhibition above about 8.5%
# Starred values were filed as active, the others as inactive; · = no result given. Hits appear at their usual frequency (roughly 4.2% active in at least one column).
no.	mol	HTRA1 inhibitor	Tn7 DDE FP	PRMT1 FP inh	TCR-CD3 inh	PG9 binder	TDP2 inh	UHRF1 binding	ABHD4 inh	LEDGF integ inh	SIAE inh
1	COc1ccc(N(CC(=O)NCC2CCCO2)S(=O)(=O)c2ccccc2)cc1OC (centres undefined)	3	-2	-2	0	0.0	4	2	1	2	5
2	COc1ccc(-c2oc3ccc(-c4cc(OC)c(OC)c(OC)c4)cc3c2C#Cc2ccccn2)cc1	-3	4	-1	-6	0.9	4	-1	3	-1	-7
3	COc1cccc(Nc2nc(CN3CCOCC3)nc3sc4c(c23)CCCC4)c1	-35	6	-3	1	-0.7	5	-4	-8	4	0
4	CCNc1nc(SCC(=O)Nc2ccccc2)nc(N2CCOCC2)n1	10	1	4	-1	-0.7	3	0	-2	0	-1
5	COc1cc(OC)cc(-c2cc3nc4c(c(N5CCN(c6ncccn6)CC5)n3n2)CCCC4)c1	-57	0	-1	-2	-0.7	-5	-1	0	-1	-1
6	Cc1ccc(NC(=S)NCCc2ccccc2)nc1	-17	2	6	-7	1.3	21	-1	-5	-2	6
7	COc1ccc(OC)c(NC(=O)CSc2nc3cccnc3n2C)c1	-3	-2	2	-4	1.7	-10	3	-13	-1	0
8	COC(=O)c1ccc(COc2ccccc2/C=C(\C#N)C(=O)Nc2c(C)cc(C)cc2C)cc1	-18	1	1	-2	-0.8	3	0	2	0	-10
9	Cc1ccc(-n2c(SCC(=O)N3CC(=O)Nc4ccccc43)nc3ccccc3c2=O)cc1	-14	0	0	1	-0.8	7	1	-14	-1	-2
10	Cc1cc(N2CCC(N(C)C3CCCC3)CC2)nc2cc(O)ccc12	-2	4	0	3	3.1	-8	1	7	-3	0
11	O=C(CN1CCN(c2ccccn2)CC1)Nc1cccc(F)c1	3	3	-4	0	-0.1	6	-2	-2	4	-1
12	COc1ccc(C(C(=O)NCc2ccccc2)N(Cc2ccc3c(c2)OCO3)C(=O)c2cnccn2)cc1 (centres undefined)	-12	-2	1	6	-0.9	-4	0	4	-1	-2
13	CSc1ccccc1-n1nnnc1SCC(=O)Nc1ccccc1C	-7	-6	-2	-4	-0.2	9	-2	1	-2	2
14	CC(NS(=O)(=O)c1ccc(Cl)c(Cl)c1)C(=O)Nc1cccnc1 (centres undefined)	-4	-1	1	-3	-0.3	-8	-1	-5	0	-9
15	COc1cc(C)c(C(C)C)cc1S(=O)(=O)n1ccnc1	-5	2	0	2	0.5	-4	3	3	1	5
16	Cc1ccc(/C=N/NC(=O)Cc2cccs2)o1	-2	-11	-1	10	-1.5	0	0	0	-1	2
17	COc1ccccc1Oc1ccc2c(c1)C(=O)N(c1ccc(O)cc1)C2=O	5	5	2	0	-0.3	-5	-3	7	-4	-15
18	CCC(=O)/C=C1/Sc2ccc(OC)cc2N1CCO	-1	-7	0	5	-4.7	-3	0	1	3	10
19	CC(=O)Nc1ccc(NC(=O)C(C)OC(=O)CNS(=O)(=O)c2cccc(Cl)c2)cc1 (centres undefined)	-10	8	4	-5	1.8	3	52*	6	-4	0
20	O=C(NNCc1ccccc1)c1ccccc1	3	-2	-1	7	-0.4	4	-1	3	1	-3
21	CN(Cc1ccccc1)C(=O)c1ccc(Nc2nc(C(N)Cc3ccc(C(F)(F)F)cc3)cs2)nc1 (centres undefined)	·	2	-1	-6	0.0	-7	-3	28	2	8
22	CCOc1ccc(N(CC(=O)Nc2cc(OC)cc(OC)c2)S(=O)(=O)c2c(C)[nH]c(=O)[nH]c2=O)cc1	-4	-2	3	-4	2.4	-3	3	-16	2	1
23	CCOc1ccc(OCCOCCN2CCOCC2)cc1	1	-1	1	2	-0.3	-1	-1	9	4	-1
24	Cc1cccc2cc(C3CC(c4cccs4)=NN3C(=O)CCC(=O)O)c(Cl)nc12 (centres undefined)	-3	8	0	-1	-1.0	-3	5	-6	0	-5
25	CC(=O)Nc1ccc(S(=O)(=O)NCCC(=O)NNC(=O)c2ccncc2)cc1	2	3	-3	5	-0.5	9	-2	-2	4	3
26	CN1CCC2(CC1)N=C(c1ccc(F)cc1)C(=S)N2C(=O)c1ccccc1	1	-6	-3	1	-0.4	-1	-2	-1	6	1
27	CCOc1ccccc1-c1nc2c(s1)CCc1onc(-c3ccc(OC)cc3)c1-2	-7	0	0	5	-1.4	-11	8	3	-1	6
28	COc1ccc(-c2noc(COc3ccc4c(c3)OCO4)n2)cc1OC	-4	1	0	2	0.0	0	4	1	1	-1
29	ON=C(c1ccccc1)c1ccc2c3c(cccc13)CC2	-14	3	3	-2	-0.7	-7	2	-37	-4	-6
30	COc1ccc(-c2cc(C(F)(F)F)nc(SCCC(=O)NCc3ccco3)n2)cc1	·	-1	0	-9	-1.1	-1	-1	-2	2	-4
31	Cc1cc(C)c2c(n1)nn1c(NCCOCCO)cc(C)nc21	-2	1	-3	5	2.5	7	1	-9	-2	1
32	Cn1c(=O)n(C)c2cc(/C=N/n3cnnc3)ccc21	-2	3	-2	-2	-0.4	-2	0	4	1	4
33	O=C(Nc1ccc2c(c1)OCCO2)C1CCN(S(=O)(=O)Cc2ccccc2)CC1	-3	3	0	0	1.2	-6	0	-1	2	2
34	CN(C)c1cccc(NC(=O)Cc2ccc(F)cc2)c1	2	-3	0	4	-1.1	3	-5	3	-2	2
35	O=[N+]([O-])c1ccc(NN=C(C2CC2)C2CC2)c([N+](=O)[O-])c1	4	3	5	8	0.4	-3	18	12	2	4
36	COc1ccc(C2=NN(C(=O)CCC(=O)O)C(c3ccccc3)C2)cc1 (centres undefined)	0	7	0	5	0.4	-4	0	10	-4	-4
37	CCOc1ccc(N(CC(=O)Nc2ccc(OC)cc2)S(C)(=O)=O)cc1	9	-3	-1	0	0.6	-19	10	-3	0	1
38	COc1ccc(NC(=O)c2cc3ccc4c5ccccc5[nH]c4c3cc2O)cc1	-7	5	8	-7	3.1	-14	8	4	-1	6
39	COc1cc(C(N)=O)cc(Cl)c1OC	2	0	-1	6	-1.1	-1	3	1	7	2
40	O=C1C(=O)N(Cc2cccnc2)C(c2cccc(F)c2)/C1=C(/O)c1ccc2c(c1)OCO2 (centres undefined)	6	9	2	6	21*	1	0	-4	1	-1
41	COc1ccc(/C=C/C(=O)NCC(=O)N/N=C(\C)Cc2ccccc2)cc1	-6	1	2	-4	2.0	6	1	1	-1	0
42	O=C(CCN1C(=O)COc2ccccc21)NCCCN1CCc2ccccc2C1	5	-1	0	-2	0.5	12	5	-1	-2	3
43	CCc1ccccc1NS(=O)(=O)c1ccc2c(c1)NC(=O)CC(=O)N2	-2	2	-1	-5	1.8	-1	0	3	1	2
44	COc1ccc(C(=O)NCc2cnn(C)c2)cc1OC1CCN(C(C)C)CC1	2	-2	-1	-4	1.3	3	0	-2	1	6
45	COC(=O)C[C@@H]1CC[C@H]2[C@@H](COc3ccc(NC(=O)Nc4cccc(F)c4)cc3C(=O)N2C)O1	·	-2	2	·	·	4	-3	4	-2	-1
46	CCNC(=O)C1(C)CCN(C(=O)c2c(F)cccc2F)C1 (centres undefined)	·	1	-3	-1	-2.6	2	-3	4	1	1
47	CCCCn1c(N)c(N(CC(C)C)C(=O)c2ccc3c(c2)NC(=O)C(C)S3)c(=O)[nH]c1=O (centres undefined)	3	4	-1	-5	0.3	-20	1	-5	3	-7
48	Cc1ccccc1OCC(=O)N/N=C/c1cccc2cccnc12	-12	0	1	1	-1.2	-4	-2	-12	0	-6
49	CCOc1ccc(N(CC(=O)NN=C2CCN(C)CC2)S(=O)(=O)c2ccc(Br)cc2)cc1	0	-6	-1	0	-3.3	-13	2	-14	2	-4
50	Cc1ccnc(N/C=C/C(=O)c2ccc(Br)cc2)c1	-26	8	-2	-8	-1.8	-4	-5	-12	5	-4

# The list goes on:
no.	mol	HTRA1 inhibitor	Tn7 DDE FP	PRMT1 FP inh	TCR-CD3 inh	PG9 binder	TDP2 inh	UHRF1 binding	ABHD4 inh	LEDGF integ inh	SIAE inh
51	Brc1cccc2sc(N3CCN(c4ccccc4)CC3)nc12	-3	4	3	10	1.0	2	2	1	-2	1
52	CCOc1cc(OCC)cc(C(=O)NCc2ccco2)c1	4	-1	4	-7	8.9*	1	1	0	-1	0
53	Cc1ccc(-n2c3c(c(=O)[nH]c2=S)C(C(F)(F)F)(C(F)(F)F)NC(=O)N3)cc1	-2	-3	-1	-1	-2.5	-2	1	2	1	-2
54	CC(C)Cn1nc(C(=O)Nc2nnc(C3CC3)s2)c2ccccc2c1=O	-10	-7	-2	-10	-0.9	0	0	0	5	-4
